MEKK3 PB1 HTS – modulators of MEKK3-MEK5 PB1 binding, primary screen, biochemical, wildtype MEKK3, multiplex bead flow cytometry, Alexa488-MEK5 | binding response (% of control), % at 10 µM | Mitogen-activated protein kinase kinase kinase 3 (Homo sapiens), Q99759 | hit rate 1.4% among 290,000 | bead-based flow cytometry, Alexa488-MEK5 binding to MEKK3; actives lie on both sides; 0 = blocked by unlabeled MEK5, 100 = vehicle;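 active means binding response more than 3 SD above or below the average of its plate-row segment, actives on both sides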;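 further: Alexa488 bead fluorescence after subtracting the streptavidin-only scavenger bead signal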
PHOSPHO1 inh – PubChem AID 1565; Phosphoethanolamine/phosphocholine phosphatase (Homo sapiens), Q8TCT1; recombinant PHOSPHO1, absorbance phosphatase assay; inhibition, % at 13.3 µM; hit rate 1.1% among 290,000; in the data active means inhibition above about 60%
Target sequence (Q8TCT1 whole entry, looked up): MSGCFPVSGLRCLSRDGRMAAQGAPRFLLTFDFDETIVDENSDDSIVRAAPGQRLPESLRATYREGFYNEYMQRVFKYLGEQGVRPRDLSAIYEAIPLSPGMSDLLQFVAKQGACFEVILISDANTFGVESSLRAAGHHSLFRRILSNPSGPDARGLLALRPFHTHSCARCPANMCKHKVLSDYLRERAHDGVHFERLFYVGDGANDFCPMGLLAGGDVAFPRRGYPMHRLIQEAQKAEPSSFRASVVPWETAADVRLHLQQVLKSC
MEKK2 mut-MEK5 – MEK5 binding signal on mutant MEKK2 PB1, primary screen, biochemical, multiplex bead flow cytometry, Alexa488-MEK5; AID 1530, 2009; hit rate 0.35% among 290,000; Alexa488-MEK5 binding to MEKK2 mutant; percent response, % at 10 µM; in the data active means percent response above about 24%, passing the limit was not always enough; further: inactives centre near 1; some results filed as inactive read as strong as hits; reference of the scale not given here
NALP1 yeast inh – NALP1 inflammasome inhibitors in reconstituted yeast, colorimetric, S. cerevisiae, triplicate retest | S. cerevisiae NALP1/ASC/caspase-1 growth, X-gal OD620, 72 h | inhibition, % at 10 µM | hit rate 0.61% among 280,000; in the data active means inhibition mostly above about 24%, no sharp cut-off; inactive means mostly below about 32%; further: some compounds called inactive have numbers as strong as hits
GPR7 antagonist – GPR7 receptor antagonists, primary screen, cell-based, fluorescence, single concentration; Neuropeptides B/W receptor type 1 (Homo sapiens), P48145; GPR7-expressing cells, fluorescence antagonist assay; inhibition, % at 4.4 µM; hit rate 1.1% among 290,000; AID 1861, 2009; in the data active means inhibition above about 16%, passing the limit was not always enough;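 further: cells stimulated with the agonist NPW; 0% = agonist with vehicle and 100% = vehicle without agonist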
Target sequence (P48145 whole entry, looked up): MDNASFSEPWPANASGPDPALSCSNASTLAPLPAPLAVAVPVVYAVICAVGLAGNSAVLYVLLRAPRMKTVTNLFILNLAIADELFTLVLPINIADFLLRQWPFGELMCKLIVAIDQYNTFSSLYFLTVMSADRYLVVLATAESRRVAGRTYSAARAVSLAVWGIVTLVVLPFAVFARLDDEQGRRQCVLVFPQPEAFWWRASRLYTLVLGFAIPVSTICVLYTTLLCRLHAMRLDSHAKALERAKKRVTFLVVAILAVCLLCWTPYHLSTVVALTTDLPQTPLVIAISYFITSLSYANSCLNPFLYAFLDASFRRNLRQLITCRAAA
PfM18AAP inh – PfM18AAP inhibitors, malaria aminopeptidase, primary screen, biochemical, QFRET, recombinant enzyme. M18 aspartyl aminopeptidase (Plasmodium falciparum 3D7). H-Glu-NHMec fluorogenic cleavage. inhibition, % at 7.35 µM. hit rate 1.2% among 290,000;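 active means inhibition above the campaign mean inhibition over all tested compounds plus 3 SD, cut at about 28% in these data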;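 further: 0% = plate median of test compound wells and 100% = 2 mM ZnCl2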
OXTR ag – human OXTR agonists, primary screen, fluorescence, CHO-OTR cells, Fluo-8 calcium; Oxytocin receptor (Homo sapiens), P30559; Fluo-8 calcium fluorescence; normalized: DMSO 0%, oxytocin 100%; activation, % at 3 µM; hit rate 0.32% among 320,000; AID 2435, 2010;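 active means activation above the mean of all tested compounds plus 3 SD, cutoff set per screening run, cut at about 20% in these data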;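 further: peak over basal fluorescence ratio from a 100 s FLIPR kinetic read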
Target sequence (P30559 whole entry, looked up): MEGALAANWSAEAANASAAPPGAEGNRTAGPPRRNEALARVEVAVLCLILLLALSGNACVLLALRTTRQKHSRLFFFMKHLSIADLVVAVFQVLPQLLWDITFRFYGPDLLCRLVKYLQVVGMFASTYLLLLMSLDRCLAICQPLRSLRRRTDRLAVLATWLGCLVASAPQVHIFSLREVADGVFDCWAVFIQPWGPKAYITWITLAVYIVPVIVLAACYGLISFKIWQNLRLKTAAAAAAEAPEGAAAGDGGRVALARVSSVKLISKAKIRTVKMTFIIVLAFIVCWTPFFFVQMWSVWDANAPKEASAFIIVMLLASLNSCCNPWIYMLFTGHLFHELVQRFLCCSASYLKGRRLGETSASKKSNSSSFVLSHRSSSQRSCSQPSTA
FID counter – compounds displacing fluorescent DNA intercalator, primary screen, artefact control for HCV NS3 helicase inhibitor project, biochemical, FID fluorescence. DNA fluorescent intercalator displacement. inhibition, % at 7.9 µM. hit rate 0.17% among 290,000. AID 1845, 2009; in the data active means inhibition above about 37%;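 further: 0% = vehicle and 100% = reference compound; higher means more ethidium bromide displaced from hairpin DNA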
MEKK2wt PB1 HTS – modulators of MEK5 binding to wildtype MEKK2, primary screen, biochemical, multiplex bead flow cytometry, Alexa488-MEK5 | Mitogen-activated protein kinase kinase kinase 2 (Homo sapiens), Q9Y2U5 | Alexa488-MEK5 binding to MEKK2 WT; actives lie on both sides | binding response (% of control), % at 10 µM | hit rate 1.1% among 290,000; in the data active means binding response below about 67% or above about 130%
* hit, by the source's call; x = no result given; & = joins results of further samples; [ ] = remark or other dose. This is a random part of the collection; about 6.2% have a hit in one of these screens.

entry	Molecule	MEKK3 PB1 HTS	PHOSPHO1 inh	MEKK2 mut-MEK5	NALP1 yeast inh	GPR7 antagonist	PfM18AAP inh	OXTR ag	FID counter	MEKK2wt PB1 HTS
1	CCOc1cc(C(C(=O)NCC2CCCO2)N(C(=O)Cn2nnc3ccccc32)c2ccccc2C(C)=O)ccc1O (stereo unspecified)	100	30	-4	9	-14	-7	0.8	-35	98
2	CSc1ccccc1NC(=O)c1ccccc1N(Cc1ccccc1)S(C)(=O)=O	105	21	3	4	15	3	1.4	-24	97
3	CN1C(=O)CC(N2CCC(C(N)=O)CC2)C1=O (stereo unspecified)	107	3	5	5	-6	0	0.2	0	115
4	COc1ccc(CCNC(=O)C2CCC(=O)N(CCc3ccc(OC)cc3)C2)cc1 (stereo unspecified)	103	32	1	0	-8	0	0.7	-38	102
5	Cc1ccc(NC(=S)N(N)CCO)cc1	100	-3	-11	-56	-14	6	0.0	-5	93
6	COc1ccc(NC(=O)CNCCC2=CCCCC2)cc1	89	20	-4	10	-11	1	0.2	-3	96
7	COc1ccc(/C=C2/C(=N)N3C(=NC2=O)Sc2cc(S(C)(=O)=O)ccc23)cc1OC	104	27	-1	x	-6	3	-0.7	-23	105
8	COC(=O)c1ccc(COc2ccc(/C=N/N3CCN(C)CC3)cc2)cc1	98	-7	-4	4	-5	2	3.3	1	102
9	O=C(O)CCCNC(=O)CCn1nnc2ccccc2c1=O	101	-1	0	-4	-11	-5	1.5	-1	100
10	O=C(CCCC(=O)N(c1cccc(F)c1)C(C(=O)NC1CCCC1)c1ccc(O)cc1)Nc1ccccn1 (stereo unspecified)	94	19	1	-2	-7	1	1.1	-35	96
11	COc1cc(-c2cc(N)n(S(=O)(=O)c3ccccc3)n2)cc(OC)c1OC	105	-9	1	1	0	0	-1.3	-10	112
12	O=C(O)CCN1CCc2ccccc21	111	-14	3	-60	-13	-8	-0.5	-3	101
13	Cc1ccccc1S(=O)(=O)Oc1ccc2ccc(O)cc2c1	111	20	5	-3	9	-1	2.8	-1	104
14	COc1cc(-c2nc3c4ccccc4nc(=S)n3[nH]2)cc(OC)c1OC	85	x	-3	-30	-13	2	-0.2	-33	95
15	COc1cccc(CN2CCN(CC(=O)NCCc3ccccc3)CC2)c1	100	x	2	x	-6	-5	-1.0	-6	108
16	CCOc1ccccc1C(=O)NC(C(=O)Nc1cccc(S(N)(=O)=O)c1)C(C)C (stereo unspecified)	94	-5	-8	10	4	-9	-1.4	-19	96
17	CCCNC(=O)COc1ncnc2sccc12	100	-4	1	-8	-11	-4	1.8	-2	97
18	CCc1ccc2oc(=O)cc(CN3CCCCC3C)c2c1 (stereo unspecified)	99	3	1	-18	-2	1	-0.9	0	97
19	CC(=O)Nc1ccc(N(CC(=O)NC2CCCCC2)C(=O)Cn2nnc(-c3ccccc3)n2)cc1	101	41	1	2	7	3	1.4	-28	98
20	C/C(=C\c1ccc(Cl)cc1)C(=O)c1c(C)cc(C)[nH]c1=O	102	50	6	1	-6	4	-1.7	-18	108
21	CCCCNc1c(N)n(CCC)c(=O)[nH]c1=O	98	-6	1	5	-11	4	-0.5	-8	99
22	COc1cccc(C2=NOC(C(=O)NCc3cccs3)C2)c1 (stereo unspecified)	116	21	4	-1	26	-14	4.2	-5	114
23	O=C(O)CCC(=O)N1CCc2cc(S(=O)(=O)NC3CCCC3)ccc21	97	21	1	18	-13	0	0.2	2	101
24	Cc1ccc(-c2ccc(=O)n(CCC(=O)N3CCN(Cc4ccccc4)CC3)n2)cc1	105	35	2	10	2	4	-1.8	-35	107
25	CCC1(CC)Cc2ccccc2-c2nc(-c3ccccc3)oc(=O)c21	106	-18	4	12	-2	3	0.1	0	105
26	CN1C[C@@H]2C(c3ccccc3)C3(c4ccc(C#N)cc4)CC2(C3)[C@H]1c1ccccc1 (stereo partly specified)	107	26	8	x	x	x	-0.5	x	113
27	COc1cc(CNCCO)cc(Cl)c1OCc1ccccc1Cl	104	32	7	27	16	-1	14	26	132
28	COc1ccc(Cl)cc1NC(=O)C(=O)NCc1ccncc1	99	-13	-2	-2	-9	-5	-3.0	-9	99
29	C[C@H]1O[C@@H](O[C@H]2[C@@H](O)C[C@H](O[C@H]3[C@@H](O)C[C@H](O[C@H]4CC[C@@]5(C)[C@H](CC[C@@H]6[C@@H]5C[C@@H](O)[C@]5(C)[C@@H](C7=CC(=O)OC7)CC[C@]65O)C4)O[C@@H]3C)O[C@@H]2C)C[C@H](O)[C@@H]1O	98&109	-32&-1	5&4	22&9	3&0	-7&-1	-1.0&1.3	-44&-24	100&100
30	CC(C(=O)OCc1nnc(-c2ccccc2)o1)N1C(=O)C2CCCCC2C1=O (stereo unspecified)	98	5	-9	2	-12	12	1.2	-28	89
31	Cc1cc(C)c(S(=O)(=O)c2ccccc2C)c(SCC(C)C)n1	102	-18	1	11	-7	-3	-1.0	-3	99
32	Cn1c(CC(=O)Nc2ccccc2)cc2ccccc21	106	x	3	-8	-6	-9	1.0	-4	104
33	CCOC(=O)CN1C(=O)C(C)(C)Oc2ccc(C(=O)Nc3ccccc3)cc21	72*[inhibitor]	2	-11	24	-14	7	-1.5	-16	75
34	C=CCOc1ccc(C2C(C(=O)c3ccc(C)o3)=C(O)C(=O)N2Cc2cccnc2)cc1 (stereo unspecified)	98	-10	-6	5	-5	17	-0.4	-42	96
35	CCN(C(=O)CCC(=O)N(CC)c1ccccc1)c1ccccc1	94	28	-3	23	-3	-14	-1.5	-26	97
36	O=C(Nc1ccccc1C(=O)N1CCOCC1)c1ccc(F)cc1	109	-6	6	-6	10	0	0.6	-1	112
37	COc1cccc(CNC(=O)C2CCCN(c3nn4c(=O)cc(C)nc4s3)C2)c1OC (stereo unspecified)	97	0	-2	-1	-3	-8	-0.8	-15	98
38	COC(=O)CSc1nc(C)cc(Oc2ccccc2)n1	117	10	15	-17	-4	-7	-0.5	-10	114
39	CC12CCC(C(=O)NCc3cccnc3)(OC1=O)C2(C)C (stereo unspecified)	99	0	0	24	-10	1	1.0	2	100
40	Cc1ccc(C(=O)COC(=O)CNC(=O)CN2C(=O)c3ccccc3C2=O)cc1	115	3	0	19	-2	-3	-0.5	-1	102
41	CCOc1ccc(NC(=O)CSc2ncn[nH]2)cc1	102	14	-1	5	2	5	-0.5	-2	98
42	CCN1C(=O)C(=Cc2cccc(OC)c2Oc2ccc([N+](=O)[O-])cc2[N+](=O)[O-])SC1=S	97	37	-2	4	-12	12	-0.6	3	94
43	Cc1nc2ccccn2c1C(=O)NNC(=S)Nc1ccc(Cl)cc1	102	-10	0	38	-8	11	0.0	-6	103
44	COc1ccc(/C=C/C(=O)c2sc(-c3ccc(Cl)cc3)nc2C)cc1	101	3	3	-6	-8	0	x	2	98
45	c1cncc(CNCc2ccco2)c1	102	29	5	2	-12	5	x	7	102
46	O=C(COc1ccc([N+](=O)[O-])cc1)NNC(=O)Nc1ccc([N+](=O)[O-])cc1	102	29	6	5	11	11	-0.7	15	107
47	O=C(NNC(=S)Nc1ccccc1)c1cc(-c2cccnc2)nc2ccccc12	90	-50	-11	-3	-16	11	0.3	-28	105
48	O=C(NCc1ccc(Cl)cc1)c1ccc(Cn2cc(C(F)(F)F)ccc2=O)cc1	98	24	-7	-5	6	-9	7.4	-30	96
49	CCn1cc(S(=O)(=O)NCc2ccc(OC)cc2)cn1	101	33	-1	5	-3	-6	-1.0	-4	98

A second format for part of the listing above:
Under each structure: MEKK3 PB1 HTS | PHOSPHO1 inh | MEKK2 mut-MEK5 | NALP1 yeast inh | GPR7 antagonist | PfM18AAP inh | OXTR ag | FID counter | MEKK2wt PB1 HTS
26	CN1C[C@@H]2C(c3ccccc3)C3(c4ccc(C#N)cc4)CC2(C3)[C@H]1c1ccccc1 (stereo partly specified)
  107 | 26 | 8 | x | x | x | -0.5 | x | 113
27	COc1cc(CNCCO)cc(Cl)c1OCc1ccccc1Cl
  104 | 32 | 7 | 27 | 16 | -1 | 14 | 26 | 132
28	COc1ccc(Cl)cc1NC(=O)C(=O)NCc1ccncc1
  99 | -13 | -2 | -2 | -9 | -5 | -3.0 | -9 | 99
29	C[C@H]1O[C@@H](O[C@H]2[C@@H](O)C[C@H](O[C@H]3[C@@H](O)C[C@H](O[C@H]4CC[C@@]5(C)[C@H](CC[C@@H]6[C@@H]5C[C@@H](O)[C@]5(C)[C@@H](C7=CC(=O)OC7)CC[C@]65O)C4)O[C@@H]3C)O[C@@H]2C)C[C@H](O)[C@@H]1O
  98&109 | -32&-1 | 5&4 | 22&9 | 3&0 | -7&-1 | -1.0&1.3 | -44&-24 | 100&100
30	CC(C(=O)OCc1nnc(-c2ccccc2)o1)N1C(=O)C2CCCCC2C1=O (stereo unspecified)
  98 | 5 | -9 | 2 | -12 | 12 | 1.2 | -28 | 89
31	Cc1cc(C)c(S(=O)(=O)c2ccccc2C)c(SCC(C)C)n1
  102 | -18 | 1 | 11 | -7 | -3 | -1.0 | -3 | 99
32	Cn1c(CC(=O)Nc2ccccc2)cc2ccccc21
  106 | x | 3 | -8 | -6 | -9 | 1.0 | -4 | 104
33	CCOC(=O)CN1C(=O)C(C)(C)Oc2ccc(C(=O)Nc3ccccc3)cc21
  72*[inhibitor] | 2 | -11 | 24 | -14 | 7 | -1.5 | -16 | 75
34	C=CCOc1ccc(C2C(C(=O)c3ccc(C)o3)=C(O)C(=O)N2Cc2cccnc2)cc1 (stereo unspecified)
  98 | -10 | -6 | 5 | -5 | 17 | -0.4 | -42 | 96
35	CCN(C(=O)CCC(=O)N(CC)c1ccccc1)c1ccccc1
  94 | 28 | -3 | 23 | -3 | -14 | -1.5 | -26 | 97

Bioassay records deposited in PubChem by several laboratories.
